Screens deposited in PubChem by Southern Research Specialized Biocontainment Screening Center.
Salmonella PhoP GFP = PhoP regulon inhibitors, Salmonella typhi PhoP promoter GFP reporter, confirmatory (AID 1850). 310,000 tested, 0.33% active. inhibition, % at 50 µM; hits with a dose series show IC50 in µM. Salmonella Typhi PhoP-promoter GFP reporter, fluorescence, 4 h; higher % means a stronger effect; in the data active = a potency from the dose series; inconclusive = inhibition mostly from about 25% at the one dose, without a potency; inactive = the rest, 99 in 100 with inhibition below about 19%;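 note: 0% = induced wells with vehicle and 100% = uninduced wells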
VEEV TC-83 Vero = inhibitors of VEEV TC-83 cytopathic effect, confirmation, Vero cells (AID 588727) | Vero cells, VEEV TC-83 cytopathic effect inhibition; higher % means a stronger effect | inhibition, % at 20 µM, or IC50 in µM where a hit was titrated | 350,000 tested, 0.13% active; in the data active = a potency from the dose series; inconclusive = inhibition mostly from about 14% at the one dose, without a potency; inactive = the rest, 99 in 100 with inhibition below about 12%; note: strong numbers were not always called active
H37Rv inhibition = M. tuberculosis growth inhibition, HTS (AID 449762) | inhibition, % at 25 µM; hits with a dose series show IC50 in µM | M. tuberculosis H37Rv growth inhibition, 7H9 media; higher % means a stronger effect | 330,000 tested, 0.59% active; in the data active = a potency from the dose series; inconclusive = inhibition above about 70% without an active follow-up result;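 note: bacterial growth assessed after seven days of incubation; strong numbers were not always called active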
influenza NS1A = H1N1 influenza NS1A inhibitors, functional cell based assay (AID 504329) | NS1A functional cell-based assay, percent inhibition; higher % means a stronger effect | inhibition, % at 12.5 µM, or IC50 in µM where a hit was titrated | 340,000 tested, 0.3% active; in the data active = a potency from the dose series; inconclusive = inhibition above about 27% without an active follow-up result; note: strong numbers were not always called active
tuberculosis growth = growth inhibition of non-replicating M. tuberculosis (AID 488890) | inhibition, % at 25 µM, or IC50 in µM where a hit was titrated | 320,000 tested, 0.39% active | Mycobacterium tuberculosis non-replicating, growth inhibition; higher % means a stronger effect; in the data active = a potency from the dose series; inconclusive = inhibition mostly from about 82% at the one dose, without a potency; inactive = the rest, 99 in 100 with inhibition below about 76%;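 note: plate controls were DMSO cells for no effect and high antibiotic wells for full effect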
VEEV TC-83 Vero 10K pilot screen = recorded beside VEEV TC-83 Vero, whose call it bears; inhibition, %; measured here: 10K pilot screen inhibition
Numbers without * were called inactive; i = inactive; u = inconclusive; x = no result given.

SMILES	Salmonella PhoP GFP	VEEV TC-83 Vero	H37Rv inhibition	influenza NS1A	tuberculosis growth	others
COC(=O)CN1C(=O)[C@H]2[C@@H](/C=C/c3ccccc3)N3C(=O)CN(CCO)C(=O)[C@@]3(Cc3ccccc3)[C@H]2C1=O	0%	0.2%	4%	2%	-12%	VEEV TC-83 Vero 10K pilot screen=0.4
CC(OC(=O)CNC(=O)c1cccs1)C(=O)Nc1ccc(S(N)(=O)=O)cc1 (stereo not given)	-5%	i	-5%	-2%	-14%
Cn1c(=O)[nH]c(=O)c2c1nc(CN(Cc1ccccc1)Cc1ccccc1)n2CCN1CCOCC1	-9%	i	0%	-18%	-20%
O=C(CNC(=O)c1ccc2c(c1)OCCO2)N=Nc1c(O)[nH]c2ccccc12	13%	3.7%	0%	11%	-6%
O=C(CSc1nnc(-c2cccs2)o1)NCc1ccco1	3%	i	-3%	-6%	u
O=S(=O)(Oc1ccccc1C(=S)N1CCOCC1)c1ccc(Cl)cc1	10%	5.3%	2%	9%	1%
Cc1[nH]nc(N2CCCCCC2)c1[N+](=O)[O-]	-14%	4.0%	1%	-8%	5%
Cc1sc2ncnc(OCc3nnc(-c4cccs4)o3)c2c1C	-2%	1.1%	-1%	-10%	76%
CCn1c(Cn2nnc(-c3ccccc3)n2)nnc1SCC(=O)Nc1ccc(N(C)C)cc1	-21%	0.7%	1%	2%	-3%
CC(=O)c1cccc(N(CC(=O)Nc2ccc(S(=O)(=O)N3CCOCC3)cc2)S(C)(=O)=O)c1	-3%	1.8%	-4%	-4%	-2%
O=S(=O)(Cc1ccc(Cl)cc1)c1ncc(CO)n1Cc1ccccc1	0%	4.7%	0%	0%	7%
CCn1c(=O)c2c(nc3n2CCCN3c2cccc(C)c2)n(C)c1=O	9%	0.3%	4%	1%	-11%
CCOCc1cc(C)[nH]c(=O)c1C#N	6%	i	6%	-5%	8%
Cc1cccc(CS(=O)(=O)Cc2ccc(C(=O)NCCCN3CCOCC3)o2)c1	-2%	0.3%	-7%	2%	3%
CC1=C(C(N)=O)C(c2cccs2)n2nc(-c3cccc(Cl)c3)nc2N1 (stereo not given)	-1%	5.6%	-6%	10%	8%

Structural class, the entries above containing two or more sulfur atoms.
SMILES	Salmonella PhoP GFP	VEEV TC-83 Vero	H37Rv inhibition	influenza NS1A	tuberculosis growth	others
CC(OC(=O)CNC(=O)c1cccs1)C(=O)Nc1ccc(S(N)(=O)=O)cc1 (stereo not given)	-5%	i	-5%	-2%	-14%
O=C(CSc1nnc(-c2cccs2)o1)NCc1ccco1	3%	i	-3%	-6%	u
O=S(=O)(Oc1ccccc1C(=S)N1CCOCC1)c1ccc(Cl)cc1	10%	5.3%	2%	9%	1%
Cc1sc2ncnc(OCc3nnc(-c4cccs4)o3)c2c1C	-2%	1.1%	-1%	-10%	76%
CC(=O)c1cccc(N(CC(=O)Nc2ccc(S(=O)(=O)N3CCOCC3)cc2)S(C)(=O)=O)c1	-3%	1.8%	-4%	-4%	-2%

New compounds follow:
SMILES	Salmonella PhoP GFP	VEEV TC-83 Vero	H37Rv inhibition	influenza NS1A	tuberculosis growth	others
COc1ccc(NS(=O)(=O)c2ccc(N3CCCC3)c(NC(=S)Nc3cccc(S(=O)(=O)N(C)C)c3)c2)cc1	-9%	x	u	x	u
CN(C)CCNC(=O)Cc1ncc(C(F)(F)F)cc1Cl	-3%	1.0%	-6%	-4%	-3%
S=c1[nH]nc(-c2ccc3ccccc3n2)n1-c1cc(Cl)cc(Cl)c1	0%	3.5%	13%	-6%	-16%
COc1cccc(N=C(N)N)c1	-1%	1.6%	-2%	-1%	-23%
CN1CCc2c(sc3c2C(=O)NC(c2ccco2)N3)C1 (stereo not given)	-14%	1.4%	-15%	-6%	1%
CCCCCCN1C=C/C(=C\C=C(C#N)C#N)c2ccccc21	5%	0.4%	46%	18%	30%
CCN(c1ccccc1)S(=O)(=O)c1cc(C(=O)OC(C)C(=O)Nc2ccc3c(c2)OCCO3)ccc1C (stereo not given)	-14%	i	-1%	-19%	21%
O=C(Nc1ccccc1Br)c1cc(=O)c2ccccc2o1	7%	3.2%	-6%	1%	-13%
CCCCc1ccc(NC=C2C(=O)OC3(CCCCC3)OC2=O)cc1	-4%	1.2%	96%	1%	50%
O=c1c(CN2CCN(Cc3ccccc3)CC2)coc2ccc(Cl)cc12	3%	i	1%	4%	41%
Cc1ccc(OCC(=O)N2CCC(N3CC(C)CC(C)C3)CC2)cc1 (stereo not given)	6%	2.2%	2%	17%	-10%
CSCCC(NC(=O)c1ccco1)C(=O)N(C)CC(=O)Nc1ccccc1Br (stereo not given)	x	3.7%	x	-9%	x
Oc1ccc(Cl)cc1C=NCCc1ccccc1	-2%	i	5%	24%	3%
O=C(COc1ccc2c(c1)OCO2)Nc1nnc(Cc2ccccc2)s1	5%	1.7%	1%	6%	9%
COc1ccc(CCNC(=O)CSc2nc3cc(Cl)ccc3o2)cc1OC	6%	9.9%	63%	-22%	u
O=C(O)c1cc(NCc2ccc3c(c2)OCO3)ccc1N1CCOCC1	-6%	i	-10%	4%	0%
NC(=O)C1CCN(c2nc3ccccc3nc2NS(=O)(=O)c2ccc(Br)cc2)CC1	x	1.9%	-8%	1%	-10%
CC(C)c1ccc(OCC(=O)Nc2ccncc2)cc1	9%	0.0%	u	-8%	u
COc1cccc(CN2CCC(Oc3ccc(C(=O)NCc4ccccn4)cc3)CC2)c1O	x	0.5%	x	0%	x
Fc1ccccc1/C=N/n1c(C2CCCCC2)n[nH]c1=S	-5%	3.6%	-4%	-11%	10%
CC[C@H](C)C(C(=O)N1CCN(C(=O)OC(C)(C)C)CC1)n1cc(C(Cc2ccc(O)cc2)NC(=O)OC(C)(C)C)nn1 (stereo not given in full)	-1%	5.6%	-2%	1%	21%
NC(=O)c1ccccc1OCC(=O)N1CCCc2ccccc21	7%	2.1%	3%	-7%	4%
CCOc1ccc(NC2=NCCC(=O)N2Cc2cccs2)cc1	0%	6.8%	-2%	-6%	6%
CCCCc1cc(=O)oc2c(C)c(OCC(=O)N3CCCC3)ccc12	15%	3.1%	5%	7%	37%
c1ccc(Nc2nc(NCc3ccco3)c3ccccc3n2)cc1	6µM*	3.9%	u	18%	u
COC(=O)CNC(=O)C1CCN(c2nc(C)cc(C)n2)CC1	0%	0.7%	0%	4%	1%
Cn1c(Cc2ccc3c(c2)OCO3)nnc1SCC(=O)NC(C)(C)C	0%	0.4%	1%	13%	1%
COc1cc([N+](=O)[O-])c2nccnc2c1	2%	0.8%	-2%	-3%	-6%
O=C(CC(=O)N1CCN(c2ccccn2)CC1)Nc1ccc2nc3n(c(=O)c2c1)CCCCC3	-16%	0.6%	3%	-3%	x
COc1ccc(NC(=S)NCC(c2cccnc2)N2CCOCC2)cc1 (stereo not given)	-6%	i	9%	-3%	3%
COc1cc(C(=S)N2CCCC2)cc(OC)c1OS(=O)(=O)c1ccc(NC(C)=O)cc1	1%	i	-5%	-5%	-17%
C#CCN1C(=O)C(O)(CC(=O)/C=C/c2ccco2)c2ccccc21 (stereo not given)	-7%	0.4%	-5%	4%	10%	VEEV TC-83 Vero 10K pilot screen=0.7
O=C(c1cc([N+](=O)[O-])cc([N+](=O)[O-])c1)N1CCOCC1	-8%	0.4%	-6%	-16%	15%
COc1ccc2c(c1)C(=O)N1[C@H]3c4cc(Br)ccc4OC[C@@H]3[C@H](c3ccccc3)[C@]1(C)C(=O)N2	12%	i	u	12%	48%	VEEV TC-83 Vero 10K pilot screen=2.4
CCn1c(CC(=O)Nc2ccc(C)cc2)n[nH]c1=S	5%	0.1%	5%	0%	9%
CCOC(=O)N/N=C\c1sccc1C	1%	1.1%	-2%	5%	16%
Cc1ccc(C(=O)Nc2ccccc2C(=O)NC(Cc2c[nH]c3ccccc23)C(=O)O)cc1 (stereo not given)	-4%	6.0%	2%	0%	7%
Cc1ccc(/C=C/C(=O)N2CCCC(C(N)=O)C2)o1 (stereo not given)	3%	7.2%	8%	-2%	4%
COC(=O)C1N[C@@H]([C@@H](NC(=O)COc2ccccc2)C(=O)Nc2ccc(OC)cc2)SC1(C)C (stereo not given in full)	-12%	10%	7%	-13%	6%
COc1ccc(Cl)cc1C(=O)OCC(=O)NCCNC(=O)COC(=O)c1cc(Cl)ccc1OC	-2%	1.2%	-11%	0%	5%
COc1cccc(OC)c1C(=O)OCC(=O)Nc1cccnc1Cl	8%	1.1%	-7%	3%	26%
COc1ccc(Oc2cn[nH]c2-c2ccc(O)cc2O)cc1	-10%	4.2%	1%	4%	-7%
CC(=O)c1ccc(N2CCN(C(=O)Nc3ccc(C(C)C)cc3)CC2)cc1	3%	1.2%	3%	3%	-11%
O=C(c1ccoc1)N1CCC2(CC1)Oc1ccc(F)cc1C(=O)C21CC(c2ccc(Cl)cc2)=NO1 (stereo not given)	-6%	6.7%	u	-8%	16%
O=C(O)CC/C(=N/NC(=O)CNC(=O)Cc1ccc(Cl)cc1)c1ccccc1	9%	2.1%	-6%	-11%	-12%
CN(CCC#N)C(=O)c1cc2c(Cl)nc3ccccc3c2s1	5%	i	10%	22%	-6%
COc1cccc(Nc2ncc(C#N)c(N)n2)c1	-11%	i	56%	x	33%
CC(=O)Oc1ccc(/C=C(\NC(=O)c2ccco2)C(=O)NCc2ccco2)cc1	15%	i	-3%	6%	-13%
CCOc1ccccc1C1C(C#N)=C(N)Oc2n[nH]c(CC)c21 (stereo not given)	9%	1.4%	-8%	11%	0%
Cc1ccnc(NC(=O)COc2ccccc2[N+](=O)[O-])c1	x	0.2%	x	8%	x
COc1ccccc1-c1nc2ccccc2nc1-c1ccccc1OC	-4%	3.1%	4%	-6%	-3%
COc1cc2c(cc1OC)C(c1cccc(Br)c1)CC(=O)N2 (stereo not given)	-3%	1.5%	4%	1%	7%
CCn1cc(C(C)NC(=O)Nc2ccc3c(c2)OCO3)c(C)n1 (stereo not given)	0%	1.1%	-2%	1%	4%
CN1CCN(C(=O)c2ccc3c(c2)N(Cc2ccc(Cl)cc2)C(=O)c2ccccc2S3=O)CC1 (stereo not given)	2%	i	-10%	0%	-22%
O=C(COC(=O)c1ccco1)NCCc1ccc(Cl)cc1	x	0.9%	6%	-10%	45%
CCOC(=O)C1(CCOC)CCN(Cc2nc(-c3cccs3)oc2C)CC1	11%	i	-6%	0%	-15%
CCOC(=O)c1cc2c(C)n(-c3ccc(C)cc3)c(C)c2ccc1=O	-6%	0.6%	-18%	-1%	50%
COc1ccc(NC(=O)CN2C(=O)N(C)Cc3ccccc32)c(C)c1	-7%	i	3%	10%	10%
Cc1ccc(NCc2cccnc2)c(Br)c1	-5%	i	9%	-6%	20%
CCCNc1nc2ccccc2n2c(C)nnc12	-10%	i	2%	1%	-5%

Next results:
SMILES	Salmonella PhoP GFP	VEEV TC-83 Vero	H37Rv inhibition	influenza NS1A	tuberculosis growth	others
O=c1c2ccccc2cnn1-c1nc2ccccc2[nH]1	x	i	x	1%	x
Cc1cc(NC(=O)C2CCCN2C(=O)Nc2c(C)cccc2C)ccc1-n1cnnn1 (stereo not given)	-12%	i	-11%	0%	-13%	VEEV TC-83 Vero 10K pilot screen=0.5
Cc1c(NC(=O)c2ccccc2NS(=O)(=O)c2ccc(Br)cc2)c(=O)n(-c2ccccc2)n1C	-4%	5.7%	1%	3%	15%
O=C(O)/C=C\C(=O)Nc1ccc(OC(F)F)cc1	1%	1.6%	-7%	10%	-7%
CC1CCCCN1CCNC(=O)CN1C(=O)CSc2ccc(S(=O)(=O)N3CCCCC3)cc21 (stereo not given)	-6%	0.9%	4%	-5%	12%
O=C(CSc1nc(-c2ccccc2)cs1)NC(=O)NCc1ccco1	-13%	0.2%	-2%	3%	u
Cc1nc2sc(C(c3cccs3)N3CC(C)CC(C)C3)c(O)n2n1 (stereo not given)	-8%	0.3%	0%	1%	12%
CCCS(=O)(=O)N1CCN(C(=O)c2ccco2)CC1	-5%	6.1%	13%	5%	0%
CC(=O)NS(=O)(=O)c1ccc(NC(=S)NC(=O)C(C)(C)C)cc1	2%	i	-11%	9%	-7%

A run of entries taken from the entries so far:
SMILES	Salmonella PhoP GFP	VEEV TC-83 Vero	H37Rv inhibition	influenza NS1A	tuberculosis growth	others
O=c1c2ccccc2cnn1-c1nc2ccccc2[nH]1	x	i	x	1%	x
Cc1cc(NC(=O)C2CCCN2C(=O)Nc2c(C)cccc2C)ccc1-n1cnnn1 (stereo not given)	-12%	i	-11%	0%	-13%	VEEV TC-83 Vero 10K pilot screen=0.5
Cc1c(NC(=O)c2ccccc2NS(=O)(=O)c2ccc(Br)cc2)c(=O)n(-c2ccccc2)n1C	-4%	5.7%	1%	3%	15%
